# Cardio protect: myocardial damage modulation in H9c2 cells; H9c2 cardiomyocytes, H2O2 injury protection, ATPLite, 2 h; protection from H2O2 cell death, % at 20 µM; AID 588492; 360,000 tested, 0.63% active;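 active means compounds giving at least 50% protection of heart cells from peroxide-induced death in the single-dose screen, raw or plate-pattern-corrected value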;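 further: 0% = DMSO wells with peroxide and 100% = DMSO wells without peroxide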
# aDG glyco act: alpha-DG glycosylation activation; Pro5-aDG cells, alpha-DG glycosylation AlphaScreen (IIH6); 0% Pro5, 100% B10-LARGE cell signal; 360,000 tested, 0.22% active; activation, % at 10 µM;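 active means activation of at least 8% versus controls, or a plate z-score of at least 8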;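 further: Pro5 are CHO cells carrying HIG-tagged alpha-DG that lacks glycosylation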
# Glyco luc inh: blocks N-linked glycosylation in D54 reporter cells. D54 ERlucT glycosylation luciferase reporter, 24 h; percent of 100 nM tunicamycin response. reporter increase, % at 12.5 µM. 360,000 tested, 0.23% active. AID 588692;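 active means mean luciferase reporter signal, scaled so untreated is 0 and the glycosylation-blocking control 100, at or above a set limit in every replicate; inconclusive means mean reaches the limit but not every replicate does; inactive means mean below the limit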;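 further: luciferase carries N-glycosylation sites so blocking glycosylation raises the light; 0% = median of neutral control wells and 100% = median of 100 nM tunicamycin wells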
# ABCB6 inh MLPCN: inhibitors of human ABC transporter ABCB6; Q9NP58; K562-ABCB6 porphyrin accumulation, flow cytometry, 1 h; hits give low values; fluorescence ratio to DMSO, % at 10 µM; 360,000 tested, 0.19% active; AID 602162;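 active means fluorescence ratio to DMSO below 75%, the collection mean minus 3 SD; inconclusive means too few cells collected in the well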;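 further: signal is porphyrin accumulated inside mitochondria; 100% equals median channel fluorescence of DMSO control wells; lower ratio means ABCB6 inhibition with less porphyrin fluorescence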
# CaV13 FRET inh: Primary screen for inhibitors of IQ motif and Ca2+-dependent inactivation inhibitor domain binding in CACNA1D, Förster resonance energy transfer in living cells, … | 340,000 tested, 0.098% active | inhibition, % at 12.3 µM | AID 743397 | HEK cells, CFP/YFP FRET ICDI-IQ, plate reader, 10 min; percent FRET-ratio fall versus neutral wells;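 active means mean replicate inhibition of at least 30% and at least 1% of replicates passing that level; inconclusive means only one of the two criteria is met; inactive means neither criterion is met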;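 further: 0% = median of the neutral control wells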
# Granule exo inh: lytic granule exocytosis inhibition; AID 651702; TALL-104 LAMP-1 surface exposure, flow cytometry; cells stimulated with thapsigargin and PMA; 360,000 tested, 0.66% active; inhibition, % at 10 µM;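 active means inhibition above about 55%, limit read from the data; inconclusive means no clear call, values can overlap the other calls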
# Vif imaging: blocks HIV Vif function | HEK293T cells, Vif self-association by quenched fluorescence, imaging, 24 h | inhibition, % at 7.49 µM | 340,000 tested, 0.35% active; in the data active means inhibition above about 50%, passing the limit was not always enough; inconclusive means no clear call, values can overlap the other calls; inactive means below about 31%; further: some results filed as inactive read as strong as hits
# HTR2A ag: activates the mouse 5-HT2A serotonin receptor. 360,000 tested, 0.66% active. P35363. AID 624169. activation, % at 7.6 µM. CHO-K1 mHTR2A beta-arrestin complementation, luminescence; percent of 30 µM serotonin response;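 active means activation above a run cutoff, the mean activation of all tested compounds plus 3 SD, cut at about 14% in these data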;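 further: 0% = plate median of compound wells and 100% = 30 µM serotonin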
# Target sequence (P35363 whole entry, looked up): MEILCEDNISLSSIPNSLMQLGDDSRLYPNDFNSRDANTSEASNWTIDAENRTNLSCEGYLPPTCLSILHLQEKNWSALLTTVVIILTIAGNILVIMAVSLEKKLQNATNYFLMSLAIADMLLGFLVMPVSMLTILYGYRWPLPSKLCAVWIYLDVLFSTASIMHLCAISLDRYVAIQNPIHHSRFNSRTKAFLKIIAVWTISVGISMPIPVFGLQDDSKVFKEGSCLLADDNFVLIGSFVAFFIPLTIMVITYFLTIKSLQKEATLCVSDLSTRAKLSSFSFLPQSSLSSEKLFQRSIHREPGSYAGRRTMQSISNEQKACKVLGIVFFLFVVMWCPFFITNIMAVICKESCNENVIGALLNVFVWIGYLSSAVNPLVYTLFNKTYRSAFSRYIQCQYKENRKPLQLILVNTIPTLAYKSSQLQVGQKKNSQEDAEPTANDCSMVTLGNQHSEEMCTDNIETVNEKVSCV
# PDI inh: inhibitors of human protein disulfide isomerase | P07237 | PDI insulin aggregation turbidity, A650, 90 min | inhibition, % at 10 µM | 350,000 tested, 0.052% active | AID 588391;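 active means mean inhibition across replicates of 30% or more, whatever share of single replicates reach that level; inconclusive means mean inhibition below 30% while every single replicate reaches 30%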;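 further: absorbance from insulin aggregation driven by PDI reduction with DTT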
# Target sequence (P07237 whole entry, looked up): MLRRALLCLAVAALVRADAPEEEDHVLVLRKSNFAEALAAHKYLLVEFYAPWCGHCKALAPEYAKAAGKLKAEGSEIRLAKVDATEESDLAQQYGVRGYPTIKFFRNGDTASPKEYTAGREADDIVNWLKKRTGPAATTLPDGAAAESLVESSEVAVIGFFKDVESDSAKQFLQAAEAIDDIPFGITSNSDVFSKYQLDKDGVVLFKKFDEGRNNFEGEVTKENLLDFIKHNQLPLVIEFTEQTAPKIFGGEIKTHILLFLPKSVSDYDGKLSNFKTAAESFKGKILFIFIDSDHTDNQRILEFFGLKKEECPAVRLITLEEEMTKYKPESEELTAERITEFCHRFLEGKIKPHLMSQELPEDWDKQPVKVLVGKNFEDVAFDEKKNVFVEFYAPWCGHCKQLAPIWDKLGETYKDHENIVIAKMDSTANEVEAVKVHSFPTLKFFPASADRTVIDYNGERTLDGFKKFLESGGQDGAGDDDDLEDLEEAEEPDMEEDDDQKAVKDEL
# hiPSC survival: increases survival of single human iPS cells | hiPSC single-cell survival, ATPlite luminescence; 100% = ROCK inhibitor wells, 0% = DMSO | survival enhancement, % at 20 µM | AID 602274 | 360,000 tested, 0.044% active; in the data active means survival enhancement above about 18%;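 further: cells exposed to compounds for 16 hours before the ATP read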
# Starred values were filed as active, the others as inactive; ? = inconclusive; · = no result given; & = joins results of further samples.
# The line under a structure holds: Vif imaging	HTR2A ag	CaV13 FRET inh	hiPSC survival	Cardio protect	Granule exo inh	ABCB6 inh MLPCN	PDI inh	Glyco luc inh	aDG glyco act
- CC1(C(=O)NS(=O)(=O)c2ccccc2)CCN1C(=O)Cc1ccccc1Cl (centres undefined)
 : -3	-2	-11	-2.8	1	4	109	-4	1	-0.2
- COc1ccccc1NS(=O)(=O)c1ccc2oc(SCC(=O)N3CCNC3=O)nc2c1
 : -3	0	-2	0.1	54*	-1	95	-5	-6	0.2
- Cc1cccc(NS(=O)(=O)c2ccc3c(c2)NC(=O)CO3)c1C
 : -1	3	-6	0.1	-4	0	92	-1	0	0.3
- CCOC(=O)C(CC)n1cnc2c(nnn2-c2cccc(OC)c2)c1=O (centres undefined)
 : ·	-1	-16	0.5	4	-2	99	-4	2	0.0
- CCOC(=O)c1cnc2ccc(C(=O)OC)cc2c1NCCc1ccc(OC)c(OC)c1
 : -16	6	-2	-1.1	53*	0	99	-4	2	0.1
- CCn1c(C)nc2cc(C(=O)N/N=C/c3ccc(O)c(O)c3O)ccc21
 : 8	7	-3	-0.8	8	-2	99	-3	-1	-0.1
- CCN(CC)S(=O)(=O)c1ccc(N2CCOCC2)c(NC(=O)Cc2ccccc2F)c1
 : -10	-4	-2	-0.3	4	-1	100	-6	2	0.0
- COc1ccc(/C=C(\NC(=O)c2ccc(C)cc2)C(=O)NCC2CCCO2)cc1 (centres undefined)
 : 2	5	1	-0.7	4	-2	102	-22	1	0.4
- Cc1ccc(S(=O)(=O)N2CCOCC2)cc1C(=O)OCC(=O)N1CCCCC1
 : -3	3	-3	0.2	-3	-1	103	5	0	-0.3
- CCC(=O)NNc1ncnc2c1cnn2-c1ccccc1
 : -6	2	-2	1.4	7	2	96	-8	6	0.0
- CCN(CCCNC(=O)C1CCCN(S(=O)(=O)CC)C1)c1cccc(C)c1 (centres undefined)
 : -2	-5	·	4.5	6	-3	124	-6	3	1.0
- CCN(CCO)Cc1cn[nH]c1-c1ccc(C)c(C)c1
 : 9	2	-2	-1.0	-4	0	95	10	0	0.1
- CCOC(=O)CSc1nc2c(sc(=S)n2-c2ccccc2OC)c(=O)n1-c1ccccc1OC
 : 2	10	-7	-0.3	-1	?	111	3	-1	-0.1
- C(=C\c1ccccc1)/CN1CCN(C(c2ccccc2)c2nnnn2C2CCCCC2)CC1 (centres undefined)
 : -5	-9	·	-4.2	-3	7	89	·	-6	-0.1
- COc1ccc(NC(=O)CSc2nnc(-c3ccccc3)n2Cc2ccco2)cc1OC
 : -15	-4	-3	-0.7	-1	-2	98	3	-2	0.0
- Cc1ccc2cc(/C=N/NC(=O)c3ccc(F)cc3)c(Cl)nc2c1
 : -6	-1	-2	-0.2	15	2	92	-1	0	-0.2
- CC1(C)CC(=O)C2=C(C1)OC1=C(C(=O)CC(C)(C)C1)C2c1cccc([N+](=O)[O-])c1
 : ·	1	-17	-3.6	-7	-2	99	-20	-4	0.2
- CCOC(=O)N1CCC(N2C(=O)c3ccc(C(=O)O)cc3C2=O)CC1
 : 4	-1	-5	-0.1	-2	-1	94	-2	0	-0.1
- CCNC(=O)C(=O)Nc1ccc(OC)c(Cl)c1
 : -1	4	-4	-0.8	-3	-2	93	3	2	-0.1
- Cc1ncc(C[n+]2csc(CCO)c2C)c(N)n1
 : -4&-8	-3&-2	-4&-4	0.4&-0.1	9&9	-5&-5	101&100	-5&2	2&2	-0.2&-0.1
- O=C(COn1nnc2ccc(Cl)cc21)NC12CC3CC(CC(C3)C1)C2
 : 11	-2	-11	-1.3	-4	4	98	-5	-3	-0.1
- COc1ccc(S(=O)(=O)N2CCCC(C(=O)Nc3ccc(OC)c(OC)c3)C2)cc1 (centres undefined)
 : -9	-6	-4	-0.9	6	-9	96	-1	-3	0.5
- O=C(CSc1nnc(-c2ccccc2)n1Cc1ccco1)Nc1ccc2c(c1)OCCO2
 : -21	-7	-5	2.7	0	-7	93	-5	2	0.7
- CC(=O)c1ccc(NC(=O)CSCCO)cc1
 : ·	1	·	3.4	5	0	94	5	1	0.3
- CC(Cc1ccccc1)NC(=O)/C=C/c1ccc([N+](=O)[O-])cc1 (centres undefined)
 : 1	1	-9	6.0	13	-2	105	7	0	-0.1
- Cc1ccc(NC(=O)c2cccc(S(C)(=O)=O)c2)cc1
 : 3	-4	-4	-3.0	3	-5	98	7	1	-0.3
- CC(O)C1CCC2C3CCC4CC(O)CCC4(C)C3C(=O)CC12C (centres undefined)
 : 2	4	·	1.2	-3	-6	95	·	-4	0.0
- O=C(NCc1nc2ccccc2[nH]1)C1=C[C@H](C2CC2)C[C@H](OCc2ccc(CO)cc2)O1
 : ·	-5	-10	4.0	7	31	96	1	1	0.2
- CC(C)CN(CC(C)C)C(=O)COn1nnc2ccc(S(=O)(=O)N3CCOCC3)cc21
 : 3	7	-14	-0.5	0	-1	85	-1	-2	0.2
- CCN(C(=O)COC(=O)c1ccco1)c1cccc2ccccc12
 : -4	3	-5	-0.4	12	-10	98	9	1	0.0
- NC(=O)c1ccc(SCC(=O)OCC(=O)NC2CCCCCCC2)c([N+](=O)[O-])c1
 : -2	0	-3	-0.4	47	10	103	-10	-1	-0.1
- CCN(CC)S(=O)(=O)c1cccc(NC2=NCC(C)S2)c1 (centres undefined)
 : 5	-5	-2	1.0	8	-4	98	-4	-3	-0.1
- Cc1ccc(OCCCCCCN2CCNCC2)cc1
 : 18	-3	-19	-0.3	-9	7	94	5	-4	1.1
- COc1cc(SC)ccc1C(=O)Nc1cc(C)ccn1
 : -13	-1	-6	-4.7	-27	-1	98	-6	-11	0.0
- NS(=O)(=O)c1ccc(NC(=O)COC(=O)/C=C/c2ccc([N+](=O)[O-])cc2)cc1
 : -4	-1	-16	1.0	-2	-2	103	8	0	-0.3
- COc1ccccc1-n1cnnc1SCC(=O)c1ccc[nH]1
 : 9	0	-2	1.9	-1	3	92	-11	4	0.9
- CC1C/C(=N\NC(N)=S)c2cc(Cl)ccc2S1 (centres undefined)
 : -14	3	4	0.1	-4	28	100	1	0	0.3
- CC(OC(=O)c1cccnc1Cl)C(=O)Nc1ccc(S(N)(=O)=O)cc1 (centres undefined)
 : 4	2	-2	-0.3	2	-2	100	8	1	-0.3
- CSc1ccc(CCNC(=O)C2CCCN(S(=O)(=O)N3CCOCC3)C2)cc1 (centres undefined)
 : 3	4	-2	0.1	11	1	97	0	0	-0.2
- COCCN(C(=O)COC(=O)Cc1coc2cc3c(cc12)CCC3)c1c(N)n(Cc2ccccc2)c(=O)[nH]c1=O
 : 7	-4	-6	-0.5	-6	-5	93	-1	2	0.0
- C=CCN(c1ccccc1)S(=O)(=O)c1cccc(C(=O)NC2CCN(Cc3ccccc3)CC2)c1
 : -1	-11	-6	-0.2	-5	6	99	8	-2	1.1
- Cc1nn(-c2ccccc2)nc1C(=O)Oc1cc(C(F)(F)F)nn1-c1ccccc1
 : 10	5	-3	1.0	-4	-12	101	1	0	0.0
- Cc1ccc(C(=O)OCC(=O)NCCN2C(=O)CSC2=O)cc1[N+](=O)[O-]
 : 8	0	-2	0.1	1	0	98	14	2	-0.3
- Cc1ccc(C(=O)Nc2ccccc2C(N)=O)o1
 : -10	7	-9	1.2	2	-4	93	-10	4	-0.2
- O=C(NNc1ccc([N+](=O)[O-])cc1)C1C2CCCCC21 (centres undefined)
 : 32	2	-4	3.2	3	7	103	-1	-1	-0.1
- CCOC(=O)c1nc(NCc2cccnc2)c2ccccc2n1
 : -1	2	-4	0.8	12	-2	97	2	3	-0.2
- Cc1ccc(C2CC(c3ccccc3)n3ncnc3N2)cc1 (centres undefined)
 : 9	9	-3	-1.4	18	-6	101	·	-5	0.5
- Cc1ccccc1-c1cc(C(=O)N/N=C/c2cccnc2)c2ccccc2n1
 : 6	-4	-6	-0.6	1	0	96	-3	1	0.0
- CCOC(=O)c1cccc(NC(=O)CSc2nnc(C)n2CC2CCCO2)c1 (centres undefined)
 : 4	4	-3	1.1	0	-10	96	2	0	-0.2
- COc1cc(C=O)ccc1OCC(=O)N1CCOCC1
 : ·	-3	-5	-1.4	-1	-2	90	-3	-1	-0.1

# Further structures
# The line under a structure holds: Vif imaging	HTR2A ag	CaV13 FRET inh	hiPSC survival	Cardio protect	Granule exo inh	ABCB6 inh MLPCN	PDI inh	Glyco luc inh	aDG glyco act
- O=C(O)C12CC3CC(C1)CC(n1cnc(Cl)n1)(C3)C2
 : 2	1	·	1.8	5	-4	102	10	0	0.0
- CN(C(=O)c1cc(COc2ccc(F)cc2Cl)on1)C1CCOC1 (centres undefined)
 : ·	2	-5	3.5	9	0	98	-3	5	0.1
- COC(=O)CC1C(=O)NCCN1C(=S)Nc1ccccc1 (centres undefined)
 : -6	4	-5	-0.8	6	-2	98	6	1	0.3
- O=C1c2ccccc2C(=O)N1CCC#C/C=C1\c2ccccc2C(=O)N1c1ccccc1
 : -2	-1	-7	-2.4	12	22	96	0	0	-0.3
- CCOC(=O)CC1COCCN1C(=O)c1ccc2oc(Cc3ccccc3)nc2c1 (centres undefined)
 : -5	-8	-10	-0.3	-2	-1	97	2	1	-0.1
- CCOC(=O)[C@]12CCC=C1N(Cc1ccco1)C(=O)[C@H](CC(=O)N1CCCC1)C2
 : ·	0	-10	1.0	·	-9	102	·	·	-0.1
- CCS(=O)(=O)NCCc1csc(-c2ccccc2)n1
 : 0	-4	-5	2.2	-1	0	·	-18	-1	0.0
- O=C(CS(=O)(=O)c1ccccc1)c1cc2ccccc2oc1=O
 : -5	9	·	0.3	-6	-2	100	-3	-4	-0.1
- O=S(=O)(c1ccc(F)c(F)c1F)N1CCN(C(=S)NCc2ccccc2)CC1
 : 1	11	13	0.5	-10	2	88	-8	-2	0.0
- COc1cc([N+](=O)[O-])cc(/C=C2/SC(=S)N(Cc3ccccc3)C2=O)c1O
 : ·	4	-22	-0.5	-21	11	355	4	-6	0.0
- O=S(=O)(NC1CC1)c1cccc(S(=O)(=O)N2CCCC2)c1
 : 24	2	-2	1.7	-9	-2	102	5	0	0.0
- COc1ccc(C(=O)c2[nH]c(N)c(C(=O)NCCc3c[nH]c4ccccc34)c2-c2ccc(Cl)cc2)cc1
 : ·	-1	-11	-0.2	·	-6	128	·	·	-0.5
- CC1=CC(C)(C)Nc2ccc(OS(=O)(=O)c3ccc(C)cc3)cc21
 : 1	1	-6	-1.0	-16	9	100	2	-3	0.1
- COc1cc(C(=O)Nc2cccc(S(=O)(=O)NCc3ccco3)c2)cc(OC)c1OC
 : -3	0	-3	-1.6	7	3	100	-10	9	0.2
- CCOc1ccc(C(C)=O)cc1COc1cccnc1[N+](=O)[O-]
 : -9	-4	-7	-0.1	6	12	96	0	30*	-0.1
- COc1ccc(OCc2cc(C(=O)N(C)C3CCOC3)no2)c(Cl)c1 (centres undefined)
 : 6	-2	-5	-0.3	-7	-3	105	-10	-1	1.5
- CC1CC(C)CN(C(=O)COC(=O)c2cc(S(=O)(=O)N3CCOCC3)ccc2F)C1 (centres undefined)
 : 10	9	-5	-0.4	-1	10	100	3	5	0.8
- COc1cc(C)ccc1Oc1ncnc(N)c1[N+](=O)[O-]
 : -1	5	-4	-0.3	2	-3	101	4	2	0.0
- CNc1c(NC(=O)c2ccc3c(c2)OCO3)c(=O)oc2ccccc12
 : 0	4	-14	1.2	0	1	94	-9	-1	-0.2
